High-throughput results as filed in PubChem BioAssay.
POLK inh: DNA polymerase kappa (human) inhibition; Q9UBT6; purified Pol kappa, fluorescent DNA synthesis assay, 10 min; Potency, µM (series often up to 107 µM), inactives show at the highest dose activity, negative = inhibition, most hits filed as inhibitors; actives 0.53% (n = 400,000); AID 588579; note: potency is the fitted concentration of half-maximal effect; % is set by controls: 0 for no effect and ±100 for the full control effect
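Pol kappa 10 nM + cpd, 15 min RT; start w/ substrate 50 nM final; fluorescence kinetic read, 0 and 10 min. Neg ctrl: buffer, no enzyme.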
RXFP1 antagonist: blocks the human relaxin receptor RXFP1; Q9HBX9; HEK293-RXFP1, relaxin-stimulated cAMP HTRF, 30 min; hits give low values; activity change, negative = inhibition, % at 57.5 µM; actives 0.59% (n = 350,000);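 active = activity change of -60% or lower, but not beyond a set lower limit; inconclusive = change between -60% and -40%, or beyond the set limit; inactive = change above -40%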; note: % is set by controls: 0 for no effect and ±100 for the full control effect
Pol beta inh: inhibitors of human DNA polymerase beta; Pol beta primer extension/strand displacement, fluorescence kinetic; Potency, µM (highest dose often 114 µM), without a hit: top-dose activity change, negative = inhibition, actives largely listed as inhibitors; actives 1.3% (n = 340,000); AID 485314; note: potency is the fitted concentration of half-maximal effect; % is set by controls: 0 for no effect and ±100 for the full control effect
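10 nM enzyme + cpd, 15 min RT; start with substrate 50 nM final; read 0 min and after 10 min RT. Corrected, normalized data; 4-parameter Hill curve fit.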
Tb PGK inh: inhibitors of T. brucei phosphoglycerate kinase | actives 0.043% (n = 380,000) | PGK/GAPDH coupled, Kinase-Glo luminescence, 60 min | Potency, µM (top dose mostly 57.5 µM), for inactives: top-dose activity change, negative = inhibition, hits mostly inhibitors | AID 602233 | P07378; note: potency is the fitted concentration of half-maximal effect; % is set by controls: 0 for no effect and ±100 for the full control effect; nearly all actives have a fitted effect of over 60% in size
Target sequence (P07378 whole entry, looked up): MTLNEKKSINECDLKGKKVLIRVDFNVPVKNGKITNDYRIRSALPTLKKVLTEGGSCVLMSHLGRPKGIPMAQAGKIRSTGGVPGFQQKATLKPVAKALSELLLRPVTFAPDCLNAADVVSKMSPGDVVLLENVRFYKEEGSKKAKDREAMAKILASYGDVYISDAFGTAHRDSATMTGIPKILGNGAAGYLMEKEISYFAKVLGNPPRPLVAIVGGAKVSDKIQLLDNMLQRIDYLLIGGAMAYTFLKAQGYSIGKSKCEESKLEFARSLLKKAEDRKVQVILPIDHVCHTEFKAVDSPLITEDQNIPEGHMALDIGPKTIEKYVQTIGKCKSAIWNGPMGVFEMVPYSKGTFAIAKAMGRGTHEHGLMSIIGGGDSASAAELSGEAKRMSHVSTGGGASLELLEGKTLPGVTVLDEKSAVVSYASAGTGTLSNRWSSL
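Recombinant glycosomal PGK reaction used 1,3-bisphosphoglycerate generated in-well by GAPDH (100nM final) in 100mM TEA pH 7.6, 5mM MgCl2, 0.01% Tween-20. After 60 minutes at room temperature, ATP was read by Kinase-Glo Plus luminescence end-point.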
POLH inh: DNA polymerase eta (human) inhibition. AID 588591. recombinant Pol eta, fluorescent DNA replication assay. actives 1.2% (n = 390,000). Potency, µM (titrated, usually from 114 µM), for the others: top-dose activity change, negative = inhibition, actives largely listed as inhibitors; note: potency is the fitted concentration of half-maximal effect; % is set by controls: 0 for no effect and ±100 for the full control effect
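Pol eta at 10 nM preincubated with compounds 15 min at room temperature; reaction started with fluorescent substrate (50 nM final) and read kinetically at 0 and 10 min.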
POLI inh: inhibitors of human DNA polymerase iota. Potency, µM (highest dose often 115 µM), for inactives: at the highest dose activity, negative = inhibition, usual class: inhibitors. Q9UNA4. Pol iota fluorescent replication assay, 10 min. actives 1% (n = 390,000); note: potency is the fitted concentration of half-maximal effect
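Pol iota at 10 nM preincubated 15 min with compounds at room temperature; reaction started with fluorescent substrate, 50 nM final. Fluorescence read kinetically at 0 and 10 min; buffer-only wells as negative control.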
Apoferritin bind: candidate novel general anesthetic via apoferritin binding. Potency, µM (highest dose often 77.5 µM), inactives show top-dose activity change, negative = displacement, hits mostly inhibitors. P02791. actives 0.074% (n = 350,000). apoferritin/1-aminoanthracene competitive binding, fluorescence; note: potency is the fitted concentration of half-maximal effect; % is set by controls: 0 for no effect and ±100 for the full control effect; nearly all actives have a fitted effect of over 20% in size
Target sequence (P02791 2-175 limits assumed): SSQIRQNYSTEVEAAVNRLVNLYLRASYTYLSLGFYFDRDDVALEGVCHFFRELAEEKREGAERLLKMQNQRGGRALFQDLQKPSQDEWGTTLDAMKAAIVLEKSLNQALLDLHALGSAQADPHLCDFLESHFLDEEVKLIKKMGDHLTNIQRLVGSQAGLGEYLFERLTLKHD
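In PBS, apoferritin at 10 uM is loaded with 1-AMA from a 50% saturated solution. After 10 min of compound exposure at ambient temperature, reduced 535 nm fluorescence indicates probe displacement.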
BLM inh: Bloom syndrome helicase (human) inhibition; P54132; recombinant BLM DNA unwinding, fluorescence dequenching; Potency, µM (top dose mostly 56.1 µM), for inactives: at the top dose activity change, negative = inhibition, actives largely listed as inhibitors; actives 0.2% (n = 350,000);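 note: potency is the fitted concentration of half-maximal effect; plate controls were vehicle for no effect and no enzyme for full effect; nearly all actives have a fitted effect of over 35% in size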
APEX1 inh: inhibitors of human APE1 endonuclease | recombinant APE1, TAMRA/BHQ-2 abasic DNA cleavage fluorescence | Potency, µM (highest dose often 65.8 µM), for the others: at the highest dose activity change, negative = inhibition, most hits filed as inhibitors | actives 0.35% (n = 350,000) | AID 2517;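 note: potency is the fitted concentration of half-maximal effect; plate controls were vehicle for no effect and reference inhibitor for full effect; nearly all actives have a fitted effect of over 55% in size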
Target sequence (P27695 whole entry, looked up): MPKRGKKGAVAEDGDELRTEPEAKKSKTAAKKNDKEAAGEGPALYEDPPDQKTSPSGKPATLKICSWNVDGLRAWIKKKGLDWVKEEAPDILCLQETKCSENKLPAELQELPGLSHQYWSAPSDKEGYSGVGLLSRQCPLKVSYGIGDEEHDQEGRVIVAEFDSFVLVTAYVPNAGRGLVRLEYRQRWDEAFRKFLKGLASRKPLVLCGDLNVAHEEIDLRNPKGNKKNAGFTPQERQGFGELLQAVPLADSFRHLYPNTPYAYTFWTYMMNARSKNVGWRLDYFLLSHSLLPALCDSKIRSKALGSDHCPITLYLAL
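Activity was derived from the fluorescence gain between first and third kinetic reads (60 s intervals, ex 525/em 598 nm) after 50 nM THF-abasic TAMRA/BHQ-2 duplex was added to 0.75 nM APE1 preincubated 15 min with compound.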
An asterisk follows results filed as active; i = inactive; ? = inconclusive; . = not tested or not shown; [ ] = another dose, or the depositor's remark. Unless noted, calls come from the whole dose curve; as a rule, active = well fitted curve in the direction sought with a large enough effect; inconclusive = small, poorly fitted or top-dose-only effect, or another doubt; inactive = no such curve, though single readings can be large; an effect the other way counts as inactive or inconclusive.

Keys: A = POLK inh; B = RXFP1 antagonist; C = Pol beta inh; D = Tb PGK inh; E = POLH inh; F = POLI inh; G = Apoferritin bind; H = BLM inh; I = APEX1 inh
(1) COc1ccccc1/C=C/C(=O)NC(=S)NC(C)C
  A: -4%; B: 5; C: 6%; D: -5%; E: -16%; F: 2%; G: -13%; H: -16%; I: 5%
(2) CCOC(=O)C1=C(C)N(C)C(=O)NC1c1cc2c(cc1Br)OCO2 (stereo not given)
  A: 0%; B: -9; C: 16%; D: -4%; E: -20%; F: 1%; G: ?; H: 2%; I: 3%
(3) CSc1nc2sc3c(c2c2nnnn12)CCC3
  A: .; B: .; C: 9%; D: .; E: .; F: .; G: -20%; H: -1%; I: -1%
(4) COc1cc(C2C(C#N)=C(N)Oc3cc(O)ccc32)cc(OC)c1OC (stereo not given)
  A: -8%[60.1 µM]; B: 18; C: 35%; D: -7%; E: -4%; F: -17%; G: 0%; H: -1%; I: -1%
(5) Cc1ccccc1CC1(CO)CCCN(Cc2ccn[nH]2)C1 (stereo not given)
  A: -3%; B: 0; C: ?; D: -3%; E: -18%; F: ?; G: -8%; H: -1%; I: 6%
(6) O=c1[nH]cnc2sc3c(c12)CCN(Cc1ccccc1)C3
  A: -1%; B: 2; C: -1%; D: -8%; E: -6%; F: 17%; G: 36%[activator]; H: -5%; I: 1%
(7) Cc1cccc(Cc2cnc(N3C(=N)SC(c4ccccc4)C3=O)s2)c1 (stereo not given)
  A: -33%; B: -13; C: -25%; D: -4%; E: -1%; F: -27%; G: -13%; H: -5%; I: 0%
(8) COc1ccc2c(C)c(CC(=O)N3CCN(C(=O)C4COc5ccccc5O4)CC3)c(=O)oc2c1C (stereo not given)
  A: -3%; B: ?; C: -17%; D: -3%; E: -7%; F: -17%; G: -1%; H: 1%; I: 25%
(9) O=C(OC(C(=O)O)C(OC(=O)c1ccccc1)C(=O)NCc1ccccc1)c1ccccc1 (stereo not given)
  A: -6%; B: 7; C: 27%; D: 2%; E: -9%; F: 89µM*; G: -5%; H: -3%; I: 14%
(10) O=C(OCC(=O)N1CCOCC1)c1ccc(Cl)nc1
  A: -2%; B: 29; C: 43%; D: 1%; E: -11%; F: 5%[58.9 µM]; G: -5%; H: -3%; I: 25%
(11) Cc1cc(NC(=O)CSc2nnnn2C)n(-c2ccccc2)n1
  A: -7%; B: -1; C: -3%; D: 4%; E: -14%; F: 13%; G: -13%; H: -4%; I: 1%
(12) Cc1ccc2c(COC(=O)c3ccccc3F)cc(=O)oc2c1
  A: -16%; B: 4; C: -22%; D: -1%; E: -6%; F: 27%; G: -4%; H: -2%; I: 28%
(13) Cc1cc(C)cc(N(CC(=O)NCc2ccc(F)cc2)C(=O)CCC(=O)Nc2ccccn2)c1
  A: -7%; B: 1; C: -3%; D: -3%; E: -12%; F: 74%[activator]; G: ?; H: 0%; I: 8%[12.4 µM]
(14) O=Cc1ccccc1OCCOc1ccc([N+](=O)[O-])cc1
  A: 6%; B: -6; C: 24%; D: 0%; E: -7%; F: 31%[activator]; G: ?; H: -10%; I: 13%
(15) COc1cc(-c2nnc(SCC(=O)NC3CCS(=O)(=O)C3)o2)cc(OC)c1OC (stereo not given)
  A: -13%; B: -15; C: 4%; D: 4%; E: -5%; F: 67%[activator]; G: -2%; H: 5%; I: 2%
(16) Cc1nc(C(F)(F)F)ccc1C(=O)Nc1ccccc1F
  A: -3%; B: -4; C: -7%; D: -5%; E: -17%; F: 155%[activator]; G: 10%; H: -11%; I: -1%
(17) CC1(C)CC(NC(=O)c2ccc(-c3ccc([N+](=O)[O-])cc3)o2)CC(C)(C)N1
  A: -11%; B: 6; C: -4%; D: -4%; E: 1%; F: -22%; G: -21%; H: 1%; I: 29%
(18) CC1=NN(C(N)=S)C(=O)C1N=Nc1c(C)cc(C)cc1C (stereo not given)
  A: -3%; B: -1; C: 21%; D: -4%; E: -18%; F: 1%; G: -14%; H: -5%; I: 3%
(19) CCCn1c(CCNc2nc(-c3ccc(OC)cc3)cs2)nc2ccccc21
  A: 5%; B: .; C: 3%; D: -1%; E: -17%; F: 18%; G: -11%; H: -3%; I: 6%
(20) CCc1nnc(NC(=O)CSc2nccn2-c2cccc(C)c2)s1
  A: -5%; B: 6; C: 16%; D: -4%; E: -7%; F: -22%; G: -11%; H: -1%; I: 2%
(21) CNC(=O)CN(C1CCCCC1)S(=O)(=O)c1ccc(F)cc1
  A: -2%; B: -5; C: 13%; D: 3%; E: -21%; F: 4%; G: -9%; H: 0%; I: -2%
(22) Fc1cc(F)cc(NC(=S)N2CCN(c3ncccn3)CC2)c1
  A: -4%; B: 4; C: -1%; D: -15%; E: -6%; F: 30%; G: 1%; H: -4%; I: 5%
(23) O=C1C[C@@H](c2ccc(O)c(O)c2)Oc2c1ccc(O[C@@H]1O[C@H](CO)[C@@H](O)[C@H](O)[C@H]1O)c2O
  A: 2.7µM*; B: .; C: .; D: .; E: .; F: .; G: 4%; H: -4%; I: ?
(24) O=C(CCNC(=O)c1ccccc1Cl)Nc1nc2ccccc2s1
  A: 0%; B: -6; C: -7%; D: -14%; E: -24%; F: 120%[activator]; G: -10%; H: -5%; I: -6%
(25) O=C(NCc1nnnn1-c1ccc(F)c(F)c1)c1ccc2ccccc2c1
  A: 1%; B: -19; C: .; D: -2%; E: 4%; F: 27%; G: .; H: .; I: -6%
(26) CCc1c(C)sc(NC(=O)c2ccco2)c1C#N
  A: -38%; B: 2; C: -27%; D: 2%; E: 12%; F: ?; G: -13%; H: -5%; I: 0%
(27) COc1c(Cl)cc(Cl)cc1C(=O)n1nc(C)cc1C
  A: -3%; B: -7; C: -2%; D: 2%; E: -14%; F: 4%; G: -1%; H: 0%; I: 18%
(28) Cc1ccc(SCC(=O)NNC(=O)c2ccccc2)c(C)c1
  A: 0%; B: 10; C: 35%; D: -2%; E: -7%; F: 31%[activator]; G: -2%; H: -3%; I: 36%
(29) CCOc1cc(CNn2nnnc2N)ccc1OCC(=O)NC(C)(C)C
  A: -20%; B: 14; C: 2%; D: -5%; E: -5%; F: 17%; G: 4%; H: 2%; I: -2%
(30) O=C(CSc1n[nH]c(=O)[nH]c1=O)Nc1ccc(SC(F)F)cc1
  A: -18%; B: -29; C: .; D: -7%; E: -13%; F: 89%[activator]; G: .; H: .; I: 29%
(31) O=C(NCc1ccccc1Cl)c1ccccc1CCc1ccccc1
  A: 2%; B: -8; C: 0%; D: -1%; E: -22%; F: 8%; G: 5%; H: -3%; I: -4%
(32) Cc1cc(C)nc(SCc2nnc(SCc3ccccc3Cl)o2)n1
  A: 0%; B: -10; C: 2%; D: i; E: 1%; F: 12%; G: ?; H: -4%; I: -3%
(33) CCCCOP(=O)(c1ccc(N(C)C)cc1)C(O)c1ccccc1F (stereo not given)
  A: -9%; B: -2; C: 9%; D: -7%; E: 6%; F: 23%; G: -19%; H: -2%; I: -2%
(34) COc1ccccc1N1CCN(C(=O)c2ccc(NS(=O)(=O)c3ccc(C)cc3)cc2)CC1
  A: -9%; B: 24; C: 0%; D: -4%; E: -21%; F: 19%; G: -23%; H: -4%; I: -5%
(35) O=C(c1cnn(C(=O)c2ccco2)c1)c1cc(Cl)cc(Cl)c1O
  A: -2%; B: -9; C: .; D: -1%; E: -12%; F: ?; G: .; H: .; I: -3%
(36) O=C(CSc1nc2ccccc2[nH]1)Nc1cc(C(F)(F)F)ccc1N1CCOCC1
  A: -6%; B: 8; C: 19%; D: -2%; E: -2%; F: 4%; G: -21%; H: -7%; I: 7%
(37) Cc1cc(C(=O)OCC(=O)N2c3ccccc3NC(=O)C2(C)C)c(C)n1-c1ccccc1
  A: -7%; B: -10; C: -1%; D: i; E: -15%; F: 95%[activator]; G: -13%; H: -4%; I: -8%
(38) O=C(c1ccccc1)c1sc(N2CCOCC2)nc1-c1ccccc1
  A: -2%; B: -8; C: -3%; D: -10%; E: -21%; F: 30%; G: ?; H: -5%; I: -3%
(39) COC(=O)c1c(O)cc(C(C)(C)C)n(-c2ccc(F)cc2)c1=O
  A: -7%; B: .; C: 88%; D: 12%; E: -9%; F: 37%[activator]; G: 4%; H: -2%; I: 4%
(40) CCc1ccccc1Nc1cc(C(=O)NC(C)c2ccccc2)c2ccccc2n1 (stereo not given)
  A: 0%; B: -25; C: 28%; D: -9%; E: -13%; F: 12%; G: 85%[activator]; H: -10%; I: .

By substructure: the entries above with two or more sulfur atoms (6)
Keys: A = POLK inh; B = RXFP1 antagonist; C = Pol beta inh; D = Tb PGK inh; E = POLH inh; F = POLI inh; G = Apoferritin bind; H = BLM inh; I = APEX1 inh
(3) CSc1nc2sc3c(c2c2nnnn12)CCC3
  A: .; B: .; C: 9%; D: .; E: .; F: .; G: -20%; H: -1%; I: -1%
(7) Cc1cccc(Cc2cnc(N3C(=N)SC(c4ccccc4)C3=O)s2)c1 (stereo not given)
  A: -33%; B: -13; C: -25%; D: -4%; E: -1%; F: -27%; G: -13%; H: -5%; I: 0%
(15) COc1cc(-c2nnc(SCC(=O)NC3CCS(=O)(=O)C3)o2)cc(OC)c1OC (stereo not given)
  A: -13%; B: -15; C: 4%; D: 4%; E: -5%; F: 67%[activator]; G: -2%; H: 5%; I: 2%
(20) CCc1nnc(NC(=O)CSc2nccn2-c2cccc(C)c2)s1
  A: -5%; B: 6; C: 16%; D: -4%; E: -7%; F: -22%; G: -11%; H: -1%; I: 2%
(30) O=C(CSc1n[nH]c(=O)[nH]c1=O)Nc1ccc(SC(F)F)cc1
  A: -18%; B: -29; C: .; D: -7%; E: -13%; F: 89%[activator]; G: .; H: .; I: 29%
(32) Cc1cc(C)nc(SCc2nnc(SCc3ccccc3Cl)o2)n1
  A: 0%; B: -10; C: 2%; D: i; E: 1%; F: 12%; G: ?; H: -4%; I: -3%

These rows are one share of the data, so the mix of outcomes need not match the whole.
